Screening results from PubChem.
S1P2 blocker: S1P2 (human) receptor antagonism | inhibition, % at 5 µM | O95136 | AID 736 | cell-based S1P2 antagonist assay, inhibition at 5 uM | 0.21% of 97,000 active; in the data active = inhibition above about 45%;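 note: CRE beta-lactamase reporter cells expressing human S1P2 stimulated with S1P; 0% = agonist at EC80 alone and 100% = agonist plus reference antagonist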
Target sequence (O95136 whole entry, looked up): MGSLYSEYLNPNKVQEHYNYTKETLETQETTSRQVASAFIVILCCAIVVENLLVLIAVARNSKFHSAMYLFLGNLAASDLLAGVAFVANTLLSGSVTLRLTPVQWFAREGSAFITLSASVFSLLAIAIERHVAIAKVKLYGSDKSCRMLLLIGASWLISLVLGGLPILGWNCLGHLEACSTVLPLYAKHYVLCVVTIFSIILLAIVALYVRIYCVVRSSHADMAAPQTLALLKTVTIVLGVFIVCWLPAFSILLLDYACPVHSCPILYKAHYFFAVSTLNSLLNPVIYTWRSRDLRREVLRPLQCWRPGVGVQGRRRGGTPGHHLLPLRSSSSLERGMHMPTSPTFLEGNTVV
PostGolgi ctrl: yeast control strain growth, post-Golgi counter-screen; efflux-deficient yeast background strain, growth absorbance A615, 16 h; inhibition, % at 10 µM; 5% of 98,000 active; AID 738
sEH activator: activators of human soluble epoxide hydrolase; P34913; purified human sEH enzymatic activity, activator screen; activation, % at 2 µM; 0.04% of 91,000 active; in the data active = activation above about 37%; note: values of inactives mirror those of a sister screen read the other way
CYP2C19 activ: increases human CYP2C19 enzyme activity. P33261. recombinant CYP2C19, luciferin-H EGE luminescence; stronger effect = higher value; 0 = fully inhibited enzyme, 1 = untreated enzyme. activation factor at 5 µM. 96,000 tested, under 10 active;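 active = activation factor of at least 2 at 5 µM in the primary screen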;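 note: 0 = wells with 2.5 mM tranylcypromine and 1 = vehicle-only wells; values of inactives mirror those of a sister screen read the other way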
S1P2 ag: agonists of human S1P2 receptor. S1P2-expressing cell line, agonist reporter read-out. activation, % at 4.5 µM. 0.46% of 97,000 active. AID 729; in the data active = activation above about 16%;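 note: 0% = vehicle low control and 100% = maximal reference agonist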
PostGolgi yeast: growth inhibition of a yeast mutant, post-Golgi transport screen | post-Golgi transport phenotypic cell assay | inhibition, % at 10 µM | 0.9% of 98,000 active | AID 739;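 note: yeast cells grown in 1536-well plates; yeast grown about 18 h at 30C before absorbance read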
CYP2C19 inh: blocks human cytochrome P450 2C19; CYP2C19 Supersomes, luciferin-H EGE luminescence, 30 min; inhibition, % at 5 µM; 21% of 96,000 active; AID 778;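 active = CYP2C19 inhibition above a set limit at 5 µM in the primary screen, cut at about 50% in these data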;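 note: plate controls were negative control wells for no effect and 2.5 mM tranylcypromine positive control for full effect; values of inactives mirror those of a sister screen read the other way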
sEH inh: soluble epoxide hydrolase (human) inhibition; P34913; recombinant human sEH enzymatic activity assay; inhibition, % at 2 µM; 0.34% of 91,000 active; AID 707; in the data active = inhibition above about 80%; note: values of inactives mirror those of a sister screen read the other way; many of its hits are not listed in these tables
DAT uptake mod: changed human dopamine transporter uptake under cocaine IC80; Q01959; AID 449768; LLC-PK1 hDAT cells, [14C]-dopamine uptake with cocaine IC80; actives deviate in either direction; B-score at 10 µM; 1.3% of 110,000 active;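 active = Z score or B-score, a plate-position-corrected score, falls beyond the plate's 99.7% confidence bounds, in either direction; inactive = both scores lie inside the 99.7% bounds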;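 note: scored against the spread of the other compound wells on the same plate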
An asterisk follows results filed as active; / = no result given. Cut-off read from the data, not from the text of the source, unless noted: active = inhibition above about 30%; inactive = the rest.

1: Cc1cc2sc(C(=O)O)c(C)c2s1
2: CCCSc1nsc(NC(=O)C(c2ccccc2)c2ccccc2)n1
3: COc1cccc(-c2cc(C(=O)N3CCN(c4ncccn4)CC3)c3ccccc3n2)c1
4: CCC(C)NS(=O)(=O)c1ccc(OCC(=O)Nc2ccc(F)cc2F)cc1 (centres undefined)
5: Cc1ccc2[nH]c(SCC(=O)N3CCOCC3)nc2c1C
6: Cc1cccc(C)c1NC(=O)NC1CC2CCC(C1)N2Cc1cccs1 (centres undefined)
compound no.	1	2	3	4	5	6
S1P2 blocker	-11	-17	/	-2	-10	-9
PostGolgi ctrl	/	35*	22	/	4	-6
sEH activator	5	3	/	-7	5	-12
CYP2C19 activ	/	0.8	0.3	/	0.2	1
S1P2 ag	-2	-6	/	-4	1	-4
PostGolgi yeast	/	16	0	/	-5	-19
CYP2C19 inh	/	20	73*	/	81*	-1
sEH inh	-5	-2	/	8	-7	14
DAT uptake mod	-0.017	-0.14	/	0.24	0.3	-0.81

Next section; it opens with the 4 that closed the last part.
3: COc1cccc(-c2cc(C(=O)N3CCN(c4ncccn4)CC3)c3ccccc3n2)c1
4: CCC(C)NS(=O)(=O)c1ccc(OCC(=O)Nc2ccc(F)cc2F)cc1 (centres undefined)
5: Cc1ccc2[nH]c(SCC(=O)N3CCOCC3)nc2c1C
6: Cc1cccc(C)c1NC(=O)NC1CC2CCC(C1)N2Cc1cccs1 (centres undefined)
7: Cc1nc(NC2=NCN(CCN3CCOCC3)CN2)nc2c(C)cccc12
8: Cn1c(CCN2CCCCC2)nc2cc(NC(=O)Nc3ccccc3)ccc21
9: O=C(Nc1ccc2nc(C3CC3)n(Cc3ccc(F)cc3)c(=O)c2c1)c1ccco1
10: CN(C(=S)Nc1ccc(F)cc1)C1(c2ccccc2Cl)CCCCC1=O (centres undefined)
11: CC(C)COC(=O)c1cc(-c2ccc(/C=N/n3cnnc3)o2)ccc1Cl
12: Cc1cc(NC(=O)COC(=O)COc2cccc3c2OC(C)(C)C3)no1
compound no.	3	4	5	6	7	8	9	10	11	12
S1P2 blocker	/	-2	-10	-9	19	-7	-22	7	-11	20
PostGolgi ctrl	22	/	4	-6	/	4	23	36*	36*	2
sEH activator	/	-7	5	-12	-6	-20	/	0	-3	-1
CYP2C19 activ	0.3	/	0.2	1	/	1	0.4	0.2	0.8	1
S1P2 ag	/	-4	1	-4	-2	-2	3	-2	-3	-1
PostGolgi yeast	0	/	-5	-19	/	-1	28	9	5	-4
CYP2C19 inh	73*	/	81*	-1	/	2	56*	83*	23	1
sEH inh	/	8	-7	14	3	22	/	-2	6	2
DAT uptake mod	/	0.24	0.3	-0.81	/	0.07	0.2	-0.95	0.52	-0.049

Compound profiles (already shown).
Cn1c(CCN2CCCCC2)nc2cc(NC(=O)Nc3ccccc3)ccc21 is listed with S1P2 blocker: -7; PostGolgi ctrl: 4; sEH activator: -20; CYP2C19 activ: 1; S1P2 ag: -2; PostGolgi yeast: -1; CYP2C19 inh: 2; sEH inh: 22; DAT uptake mod: 0.07
CN(C(=S)Nc1ccc(F)cc1)C1(c2ccccc2Cl)CCCCC1=O (centres undefined) is listed with S1P2 blocker: 7; PostGolgi ctrl: 36*; sEH activator: 0; CYP2C19 activ: 0.2; S1P2 ag: -2; PostGolgi yeast: 9; CYP2C19 inh: 83*; sEH inh: -2; DAT uptake mod: -0.95

Remaining list, next part.
13: CC(=O)NCCCc1c[nH]c2ccc(Cl)cc12
14: O=C(COc1ccccc1)NC1=NCCS1
15: N#CNC(N)=Nc1cccc(Cl)c1
16: CC(=O)Cc1ccccc1OC(=O)c1ccco1
17: CC1c2nc3ccccc3n2C(CC(=O)NCc2ccccn2)C(=O)N1Cc1ccccc1 (centres undefined)
18: CC(=O)Nc1ccc(S(=O)(=O)NCc2ccc(C(=O)NCCN3CCCCCC3)cc2)cc1
compound no.	13	14	15	16	17	18
S1P2 blocker	-4	9	10	7	/	14
PostGolgi ctrl	-8	9	7	0	6	8
sEH activator	2	-4	-2	/	/	/
CYP2C19 activ	0.2	0.9	0.9	1	0.2	/
S1P2 ag	-2	-1	-1	-8	/	-6
PostGolgi yeast	12	-1	6	3	-27	-5
CYP2C19 inh	80*	8	13	5	80*	/
sEH inh	-4	6	2	/	/	/
DAT uptake mod	-0.25	-0.73	-0.27	0.022	0.064	0.6

Filtered by structure, those above with fluorine.
4: CCC(C)NS(=O)(=O)c1ccc(OCC(=O)Nc2ccc(F)cc2F)cc1 (centres undefined)
9: O=C(Nc1ccc2nc(C3CC3)n(Cc3ccc(F)cc3)c(=O)c2c1)c1ccco1
10: CN(C(=S)Nc1ccc(F)cc1)C1(c2ccccc2Cl)CCCCC1=O (centres undefined)
compound no.	4	9	10
S1P2 blocker	-2	-22	7
PostGolgi ctrl	/	23	36*
sEH activator	-7	/	0
CYP2C19 activ	/	0.4	0.2
S1P2 ag	-4	3	-2
PostGolgi yeast	/	28	9
CYP2C19 inh	/	56*	83*
sEH inh	8	/	-2
DAT uptake mod	0.24	0.2	-0.95

Other compounds follow:
19: Cc1nc2ncnn2c(C)c1CCC(=O)N1CCc2ccccc2C1
20: COC(=O)C1=C(C)NC(C)=C(C(=O)OC)C1c1cn(-c2ccccc2)nc1-c1ccco1
21: CCC(=O)N1CCN(c2ccccc2NC(=O)c2ccc(OC)c(Cl)c2)CC1
22: Cc1cc(C)n(-c2c(F)c(F)c(CN3CCCCC3)c(F)c2F)n1
23: O=C(NCc1ccco1)C1CCN(c2nc3ccccc3n2Cc2ccc(F)cc2)CC1
24: CCOC(=O)c1ccccc1NC(=O)c1c(O)c2ccccc2n(CC)c1=O
compound no.	19	20	21	22	23	24
S1P2 blocker	8	4	-7	/	0	9
PostGolgi ctrl	1	69*	-9	10	16	-10
sEH activator	8	-5	-1	/	-11	-9
CYP2C19 activ	1	0.6	0.3	0.8	0.8	1.1
S1P2 ag	-11	-2	3	/	-7	-1
PostGolgi yeast	-2	25	-1	11	1	-4
CYP2C19 inh	2	43	74*	24	24	-5
sEH inh	-6	4	-1	/	10	8
DAT uptake mod	-0.25	-0.1	0.26	-0.43	-0.0084	-0.007

25: O=C(O)C1C2C=CC(C2)C1C(=O)NC1CCS(=O)(=O)C1 (centres undefined)
26: O=C(O)CCNc1cc2ccccc2cc1C(=O)O
27: O=C1COc2ccc(C(=O)c3ccccc3C(=O)NCc3ccco3)cc2N1
28: CC(C)(C)CC(C)(C)NC(=O)CSCC(=O)Nc1ccc2ccccc2c1
29: CCn1nnnc1NCc1ccc(N2CCCC2)cc1
30: O=C(NCC1c2ccccc2CCN1C(=O)CN1CCOCC1)C1CCCCC1 (centres undefined)
31: COc1cccc(NC(=O)CSc2nnc(-c3ccoc3C)n2CC2CCCO2)c1 (centres undefined)
32: COc1ccccc1OCC(=O)Nc1nnc(-c2ccco2)s1
compound no.	25	26	27	28	29	30	31	32
S1P2 blocker	12	/	-2	-15	/	9	-10	10
PostGolgi ctrl	7	-8	-3	/	0	1	7	14
sEH activator	3	/	-7	2	/	8	-5	-7
CYP2C19 activ	0.9	0.9	0.3	/	0.2	1	0.9	0.8
S1P2 ag	0	/	-7	-3	/	1	-3	1
PostGolgi yeast	6	-5	15	/	5	-3	1	-9
CYP2C19 inh	8	12	67*	/	79*	5	10	20
sEH inh	-2	/	9	-2	/	-8	7	8
DAT uptake mod	-0.48	0.99	0.41	0.16	-0.39	0.059	0.73	0.6

2 consecutive records already listed, quoted:
25: O=C(O)C1C2C=CC(C2)C1C(=O)NC1CCS(=O)(=O)C1 (centres undefined)
26: O=C(O)CCNc1cc2ccccc2cc1C(=O)O
compound no.	25	26
S1P2 blocker	12	/
PostGolgi ctrl	7	-8
sEH activator	3	/
CYP2C19 activ	0.9	0.9
S1P2 ag	0	/
PostGolgi yeast	6	-5
CYP2C19 inh	8	12
sEH inh	-2	/
DAT uptake mod	-0.48	0.99
